Screening results from PubChem.
TRPC6 act: activates the mouse TRPC6 cation channel; Q61143; HEK293-TRPC6 membrane potential dye fluorescence; active compounds read high; B-score at 10 µM; actives 0.13% (n = 310,000);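 active = B-score of the integrated fluorescence ratio above library mean plus 3 SD, and starting fluorescence ratio within library mean plus 5 SD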;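 also: higher score means more depolarization so channel activation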
TRPC4 block: inhibitors of mouse TRPC4 channel | B-score at 10 µM | AID 2247 | Q9QUQ5 | HEK293 TRPC4beta/mu-opioid, DAMGO-evoked Fluo4 calcium flux; active compounds read low | actives 0.39% (n = 300,000);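 active = B-score over 3 SD under the library average, no early fluorescence shift, positive overall ratio signal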
Target sequence (Q9QUQ5 whole entry, looked up): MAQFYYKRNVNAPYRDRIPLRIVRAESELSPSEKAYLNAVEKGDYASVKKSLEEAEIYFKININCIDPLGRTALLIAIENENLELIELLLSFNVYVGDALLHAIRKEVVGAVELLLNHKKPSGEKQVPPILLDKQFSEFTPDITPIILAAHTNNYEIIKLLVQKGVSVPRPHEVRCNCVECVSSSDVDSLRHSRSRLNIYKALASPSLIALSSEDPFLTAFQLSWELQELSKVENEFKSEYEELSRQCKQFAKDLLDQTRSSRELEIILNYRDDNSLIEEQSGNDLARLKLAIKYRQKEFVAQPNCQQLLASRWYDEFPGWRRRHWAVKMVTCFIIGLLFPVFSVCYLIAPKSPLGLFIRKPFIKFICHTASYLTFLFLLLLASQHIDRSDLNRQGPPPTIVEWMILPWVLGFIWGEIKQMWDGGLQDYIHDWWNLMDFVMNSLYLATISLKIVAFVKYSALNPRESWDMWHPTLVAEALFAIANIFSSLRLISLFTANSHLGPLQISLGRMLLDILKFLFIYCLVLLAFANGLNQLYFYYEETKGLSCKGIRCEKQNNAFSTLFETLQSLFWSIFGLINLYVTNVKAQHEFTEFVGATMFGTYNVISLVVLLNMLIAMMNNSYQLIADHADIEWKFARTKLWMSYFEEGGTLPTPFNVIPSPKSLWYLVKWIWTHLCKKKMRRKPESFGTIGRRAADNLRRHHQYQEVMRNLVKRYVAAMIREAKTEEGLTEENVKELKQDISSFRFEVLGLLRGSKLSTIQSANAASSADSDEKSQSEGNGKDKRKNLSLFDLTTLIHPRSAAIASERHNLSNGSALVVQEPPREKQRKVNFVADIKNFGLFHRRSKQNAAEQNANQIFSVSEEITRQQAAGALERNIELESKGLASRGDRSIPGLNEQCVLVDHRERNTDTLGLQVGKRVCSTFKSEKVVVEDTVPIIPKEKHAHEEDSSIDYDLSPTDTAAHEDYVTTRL
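test system = HEK293 cells with stable TRPC4beta plus mu-opioid receptor expression | detection = Fluo4 Ca2+ flux fluorescence | read-out = integrated fluorescence ratio relative to baseline, converted to per-well B score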
MrgX1 allo act: allosterically activates human MrgX1 receptor signaling | actives 0.63% (n = 310,000) | MrgX1-HEK293, Fluo-4 calcium flux, FDSS; active compounds read high | B-score at 10 µM;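 active = plate-corrected calcium response at least 3 library SD above typical, normal starting fluorescence, not activating the receptor alone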;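 also: compound read alongside a low EC10 to EC30 dose of BAM8-22 agonist; peak minus trough fluorescence over baseline measured at the second addition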
MrgX1 antagonist: antagonists of human MrgX1 receptor; MRGX1-HEK293 calcium flux, Fluo-4, BAM8-22 antagonism; active compounds read low; B-score at 10 µM; actives 1.3% (n = 310,000);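 active = calcium-response B-score plate-corrected more than 3 library SD below zero, starting fluorescence within 5 deviations, no agonist response on first addition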;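 also: peak minus trough fluorescence over baseline after final BAM8-22 challenge near maximal dose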
TMEM16A act: mouse TMEM16A channel activation, primary screen | HEK293 TMEM16A/YFP-H148Q/I152L, iodide quench fluorescence; active compounds read low | Q8BHY3 | AID 623877 | actives 0.3% (n = 340,000) | B-score at 10 µM;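 active = fluorescence-ratio B-score plate-corrected deviation score at least 3 library SD below zero, with starting fluorescence score within 5 deviations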;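 also: channel opened by trigger with iodide after compound preincubation; score built on the fluorescence ratio of max minus min over baseline; more negative score means more quench and so TMEM16A activation or potentiation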
MrgX1 ag: activates human MrgX1 receptor signaling; Q96LB2; MrgX1-HEK293 cells, Fluo-4 calcium fluorescence, agonist mode; active compounds read high; B-score at 10 µM; actives 0.44% (n = 310,000);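 active = calcium response B-score plate-corrected fluorescence ratio at least 3 library SD, with starting fluorescence B-score inside 5 SD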
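Assay system: MrgX1-expressing HEK293 cells / Amount: fifteen thousand cells per well / Doses: test compound in the initial addition of three / Timing: cells plated overnight, dye loaded 0.5 h 37 °C, 0.5 h room temperature / Technique: kinetic calcium dye fluorescence, Fluo-4 NW / Control set: positive and negative controls per plate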
TRPC4 potent: allosterically enhances the mouse TRPC4 cation channel. Q9QUQ5. HEK293 TRPC4beta/mu-opioid, DAMGO EC20, Fluo-4 Ca2+ flux; active compounds read high. B-score at 10 µM. actives 0.42% (n = 310,000). AID 2227;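 active = B-score of calcium response area above 5 SD of library B-scores, with initial fluorescence ratio within 5 SD of library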;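 also: B-score of integrated fluorescence ratio over time as area under calcium response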
TRPC4 act: opens the mouse TRPC4 cation channel | actives 0.49% (n = 310,000) | AID 2237 | HEK293 TRPC4beta/mu-opioid, Fluo4 calcium fluorescence; active compounds read high | B-score at 10 µM;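 active = B-score above 5 SD of library B-scores, and initial fluorescence ratio not above library mean plus 5 SD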;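 also: positive B-score marks a calcium rise read as TRPC4 activation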
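system = HEK293 cells stably co-expressing mouse TRPC4beta and mu-opioid receptor | schedule = Fluo4 dye loading 45 min at room temperature, 110 s recording | measure = B-scored integrated calcium fluorescence ratio | signal = Fluo4 calcium-sensitive dye fluorescence, kinetic, 1 Hz baseline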
ANO1 block: blocks the mouse calcium-activated chloride channel TMEM16A. Q8BHY3. HEK293 TMEM16A/YFP iodide influx fluorescence, ionomycin. normalized B-score (activity score, 25-100; higher = stronger inhibition) at 10 µM. actives 1.2% (n = 310,000);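 active = ratio plate-corrected score three or more library SD toward inhibition, starting fluorescence score within five deviations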;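 also: score derived from kinetic fluorescence span divided by baseline fluorescence per well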
TRPC6 inh: inhibitors of mouse TRPC6 channel. Q61143. HEK293-TRPC6, membrane potential dye, ACh-evoked depolarization; active compounds read low. B-score at 10 µM. actives 1.1% (n = 310,000);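 active = B-score under library mean minus 3 SD, initial fluorescence not abnormally high, positive integrated signal ratio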;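 also: B-score derived from integrated fluorescence ratio over the kinetic read; more negative B-score means stronger inhibition of depolarization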
SKKanGAS inh: blocks kanamycin growth of S. pyogenes SKKanGAS strain; AID 1662; BacTiter-Glo, 6 h; inhibition, % at 7.5 µM; actives 1.3% (n = 300,000);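 active = mean replicate score, as percent of positive control median, at least 50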;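 also: strain carries kanamycin resistance gene driven by streptokinase promoter and grows in 40 µg/ml kanamycin; loss of luminescence reflects streptokinase promoter inhibition or plain growth inhibition; 0% = median of DMSO wells and 100% = positive control at its reference dose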
The depositor's hits bear a star; i = inactive; . = not tested or not shown. Hits appear at their usual frequency; overall some 6.7% were active at least once.

SMILES	TRPC6 act	TRPC4 block	MrgX1 allo act	MrgX1 antagonist	TMEM16A act	MrgX1 ag	TRPC4 potent	TRPC4 act	ANO1 block	TRPC6 inh	SKKanGAS inh
CCC1CCCCN1C/C=C/c1ccccc1[N+](=O)[O-] (stereo not given)	i	i	i	i	i	i	i	i	i	i	-4
O=C(Nc1ccc(-n2cnnn2)cc1)C(c1ccccc1)c1ccccc1	i	i	i	i	i	i	i	i	i	i	4
CCOC(=O)c1cc(C(=O)NCc2ccc(Cl)cc2Cl)nn1C	i	i	i	i	i	i	i	i	i	i	-1
CCCCn1nc(NC(=O)CCC)c2cc3cc(OC)ccc3nc21	i	i	i	i	i	i	i	i	i	i	1
CCOC(=O)c1c[nH]c2c(C)cc(C)cc2c1=O	i	i	i	i	i	i	i	i	i	i	-2
CN1C(=O)CC(c2ccco2)Sc2ccccc21 (stereo not given)	i	i	i	i	i	i	i	i	i	i	-1
CCc1c(C(=O)N/N=C/c2cccs2)nnn1-c1nonc1N	i	i	i	i	i	i	i	i	i	i	2
Cc1c(Cl)cccc1Nc1ncccc1C(=O)OCC(O)CO (stereo not given)	i	i	i	i	.	i	i	i	i	i	4
O=C(NC1(C(F)(F)F)N=C2SCCN2C1=O)c1ccccc1F (stereo not given)	i	i	i	i	i	i	i	i	i	i	-1
CCCNC(=O)Cn1cc(S(=O)(=O)N2CCCC2)c(S(=O)(=O)N2CCCC2)c1	i	i	i	i	i	i	i	i	i	i	-2
CC1(C)C(CO)=CC(=O)C2=C1SCC(=O)N2	i	i	i	i	i	i	i	i	100*	i	1
Cc1nc2cc(C(=O)O)ccc2n1-c1ccccc1	i	i	i	i	i	i	i	i	i	i	-3
CCOc1ccc2[nH]c(=O)c(CN(CCO)C(=O)c3ccc(F)cc3)cc2c1	i	i	i	i	i	i	i	i	i	i	-9
COc1ccccc1NC(=S)N/N=C/c1cccc(C)c1	i	i	i	i	i	i	i	i	i	i	-8
COc1cc(/C=C/C(=O)NCC(=O)N2CCC(N(C)CCN3CCOCC3)CC2)ccc1OC(C)C	i	i	i	i	i	i	i	i	i	i	3
COC(=O)NC1CSCC1OC(=O)c1ccc(Br)cc1 (stereo not given)	i	i	i	i	i	i	i	i	i	i	-6
Cc1cccc(OCC(O)CN2CCc3ccccc3C2)c1 (stereo not given)	i	i	i	i	i	i	i	i	i	i	-8
CCOc1cc(C2C(C(=O)OCC(C)C)=C(C)N=C3SCCC(=O)N32)ccc1OC(C)=O (stereo not given)	i	i	i	i	i	i	i	i	i	i	-2
O=C(c1cccnc1)N1CCN(Cc2ccc3ccccc3c2)CC1	i	i	i	i	i	i	i	i	i	i	-3
Cn1c(NCCO)nc2c1c(=O)n(Cc1ccc(F)cc1)c(=O)n2C	i	i	i	i	i	i	i	i	i	i	0
CCCC(=O)Nc1ccc(C(=O)Nc2cc(C(F)(F)F)ccc2Cl)cc1	i	i	i	i	i	i	i	i	i	i	3
N#Cc1ccc(C(=O)N/N=C/c2cn(CC(=O)O)c3ccccc23)c(F)c1	i	i	i	i	i	i	i	i	i	i	6
CCCN1CCN(C(c2cc3cc(OCC)ccc3[nH]c2=O)c2nnnn2C2CCCCC2)CC1 (stereo not given)	i	i	i	i	i	i	i	i	i	i	-7
COc1ccc(-c2noc(CCCC(=O)NCCc3ccccc3)n2)cc1OC	i	i	i	i	i	i	i	i	i	i	-3
Clc1ccccc1Cn1nnc(-c2cccs2)n1	i	i	i	i	i	i	i	i	i	i	17

Other structures follow.
SMILES	TRPC6 act	TRPC4 block	MrgX1 allo act	MrgX1 antagonist	TMEM16A act	MrgX1 ag	TRPC4 potent	TRPC4 act	ANO1 block	TRPC6 inh	SKKanGAS inh
Cc1ccc(C(=O)N/C(=C/c2ccc(N(C)C)cc2)C(=O)NCC2CCCO2)cc1 (stereo not given)	i	i	i	i	i	i	i	i	i	i	2
N/C(=N\OC(=O)Cc1ccccc1)c1ccc([N+](=O)[O-])cc1	i	i	i	i	i	i	i	i	i	i	5
O=C(NCc1cccs1)C1CCCN(S(=O)(=O)c2ccc3c(c2)OCO3)C1 (stereo not given)	i	i	i	i	i	i	i	i	i	i	5
S=C(NNC(=S)NC1CC2CCC1C2)NC1CC2C=CC1C2 (stereo not given)	i	i	i	i	i	i	i	i	i	i	5
CC(=O)c1sc(NC(=O)c2ccccc2C)nc1C	i	i	i	i	i	i	i	i	i	i	3
CCCn1c(NC(=O)C2CCN(C(=O)c3ccc(F)cc3)CC2)nc2ccccc21	i	i	i	i	i	i	i	i	i	i	5
Cc1[nH]c2ccccc2c1/C=C(\C#N)S(=O)(=O)c1ccccc1	i	i	i	i	i	i	i	i	i	i	5
Cc1nc(SCC(=O)Nc2ccccn2)n[nH]1	i	i	i	i	i	i	i	i	i	i	-1
CCCCOc1cccc(C(=O)NC(=S)Nc2cccc(NC(=O)c3ccccc3Cl)c2)c1	i	i	i	i	i	i	i	i	i	i	-3
O=C(NC1CCCCC1)c1cccnc1C(=O)O	i	.	i	i	i	i	i	i	i	i	-1
O=C1CCN(Cc2ccc(Br)cc2)CCN1[C@H](CO)Cc1ccccc1	i	.	i	i	i	i	i	i	i	i	2
C/C(=N\NC(=O)CNC(=O)c1ccc2c(c1)OCCO2)c1ccco1	i	i	i	i	i	i	i	i	i	i	-5
CN(C)S(=O)(=O)c1ccc(N2CCCC2)c(C(=O)NCc2ccc(Cl)cc2)c1	i	i	i	i	i	i	i	i	i	i	-3
C#Cc1cccc(NC(=O)Cc2cccs2)c1	i	i	i	i	i	i	i	i	i	i	-5
CC(C)(C)c1ccc(C(=O)c2c[nH]c(C(=O)NCCCn3ccnc3)c2)cc1	i	i	i	i	i	i	i	i	i	i	3
COc1ccc(NC(=O)N[C@@H](CCSC)C(=O)O)cc1OC	i	i	i	i	i	i	i	i	i	i	-3
Nc1c(Cl)c(Cl)nc(C(=O)N/N=C/c2cccnc2)c1Cl	i	i	i	i	i	i	i	i	i	i	0
O=C(NCCSCc1ccco1)Nc1ccc(Cl)cc1	i	i	i	i	i	i	i	i	i	i	1
CCCCCn1c(=O)[nH]c2cc(C(=O)N3CCN(c4ccc(C(C)=O)cc4)CC3)ccc2c1=O	i	i	i	i	i	i	i	i	i	i	13
COc1ccc(-c2n[nH]c(=S)n2-c2ccc3c(c2)OCCO3)cc1	i	i	i	i	i	i	i	i	i	i	1
COc1cc(OC)c2c(OC)cccc2n1	i	i	i	i	i	i	i	i	i	i	-23
COC(=O)c1ccc(OC)cc1OCC(=O)N1CCN(c2ccc(F)cc2)CC1	i	i	i	i	i	i	i	i	i	i	-5
NC(=O)c1ccc(Nc2ccc3c(c2)CCC3)c([N+](=O)[O-])c1	i	i	i	i	i	i	i	i	i	i	10
CC1=C(C(=O)Nc2ccccn2)C(c2ccc(Br)cc2)NC(=S)N1 (stereo not given)	i	i	i	i	i	i	i	i	i	i	0
Nc1nc(CN2CCN(c3ccccc3)CC2)nc(N2CCCc3ccccc32)n1	i	i	i	i	i	i	i	i	i	i	88*

Other entries follow:
SMILES	TRPC6 act	TRPC4 block	MrgX1 allo act	MrgX1 antagonist	TMEM16A act	MrgX1 ag	TRPC4 potent	TRPC4 act	ANO1 block	TRPC6 inh	SKKanGAS inh
COc1ccc(NC(C)C(=O)Nc2cc(C(F)(F)F)ccc2N2CCOCC2)c(OC)c1 (stereo not given)	i	i	i	i	i	i	i	i	i	i	-18
O=S(=O)(/N=C(/Nc1cccc2ccccc12)c1ccccc1)c1ccc(Br)cc1	i	i	i	i	i	i	i	i	i	i	3
O=C(Nc1ccc(F)cc1)N1CCN(c2ncccn2)CC1	i	i	i	i	i	i	i	i	i	i	-12
CCOC(=O)c1cn(CC(=O)Nc2cccc(F)c2)nn1	i	i	i	i	i	i	i	i	i	i	-3
Clc1ccc(C#Cc2cccnc2)cc1	i	i	i	i	i	i	i	i	i	i	-6
O=C(COC(=O)CCc1c[nH]c(=O)[nH]1)Nc1cccc(Cl)c1	i	i	i	i	i	i	i	i	i	i	-3
COc1cccc(Oc2ccc(S(=O)(=O)N3CCCC3)cc2[N+](=O)[O-])c1	i	i	i	i	i	i	i	i	i	i	-5
Cc1ccc(C)c(NC(=O)N2CCc3ccccc3C2)c1	i	i	i	i	i	i	i	i	i	i	0
O=CNCc1nc2ccccc2n1CCCc1ccccc1	i	i	i	i	i	i	i	i	i	i	-2
O=C(c1ccccc1)N1CCC(c2nc3c(nnn3Cc3ccccc3Cl)c(=O)[nH]2)CC1	i	i	i	i	i	i	i	i	i	i	-2
CCN(c1ccccc1)S(=O)(=O)c1nnc(NC(=O)c2ccco2)s1	i	i	i	i	i	i	i	i	i	i	14
C=CCCC(=O)Nc1nc(C)c(-c2csc(Nc3cc(Cl)ccc3OC)n2)s1	i	i	i	i	i	i	i	i	i	i	23
CCC(C(=O)NC1CCCC1)n1c(SCc2cccc(C)c2)nc2ccncc21 (stereo not given)	i	i	i	i	i	i	i	i	i	i	-2
COC(=O)c1ccc(C2NC(=O)NC(C)=C2C(=O)N(C)C)cc1 (stereo not given)	i	i	i	i	i	i	i	i	i	i	3
Cc1cc(/C=C\c2ccc3cc(N(C)C)ccc3[n+]2C)c(C)n1-c1ccccc1	.	.	i	-9.7*	i	i	.	.	i	.	.
Cc1c(C#N)sc2nc(-c3ccccc3)nc(N3CCCC3)c12	i	i	i	i	i	i	i	i	i	i	6
Cc1ccc(C2=NS(=O)(=O)N(C)C(C(=O)NCc3ccc4c(c3)OCO4)=C2)cc1	i	i	i	i	i	i	i	i	i	i	-1
COc1ccc(N2CCN(C(=O)c3sc4ncn(CC(=O)N5CCCCC5C)c(=O)c4c3C)CC2)cc1 (stereo not given)	i	i	i	i	i	i	i	i	i	i	-3

Some of the entries so far, comma-delimited:
SMILES,TRPC6 act,TRPC4 block,MrgX1 allo act,MrgX1 antagonist,TMEM16A act,MrgX1 ag,TRPC4 potent,TRPC4 act,ANO1 block,TRPC6 inh,SKKanGAS inh
COc1ccc(N2CCN(C(=O)c3sc4ncn(CC(=O)N5CCCCC5C)c(=O)c4c3C)CC2)cc1 (stereo not given),i,i,i,i,i,i,i,i,i,i,-3
O=C(Nc1ccc(F)cc1)N1CCN(c2ncccn2)CC1,i,i,i,i,i,i,i,i,i,i,-12
